# Source: PubChem BioAssay
# PMK inhibit: S. pneumoniae PMK inhibition | inhibition, % at 10 µM | hit rate 0.49% among 65,000 | purified PMK, PK/LDH-coupled NADH absorbance 340 nm;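 active = top-ranked compounds by inhibition in the single 10 µM screen, taking a fixed number of the strongest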;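 also: 0% = full reaction with DMSO carrier and 100% = background rate without enzyme reaction; no value below 0 was filed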
# Alkaline phosphatase: inhibition of tissue-nonspecific alkaline phosphatase – biochemical, luminescent (AID 518) | purified TNAP enzyme, luminescent substrate readout; higher % means a stronger effect | inhibition, % at 20 µM; hits with a dose series show IC50 in µM | hit rate 0.09% among 64,000; in the data active = a potency from the dose series; inactive = the rest, 99 in 100 with inhibition below about 22%;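 also: plate controls were vehicle for no effect and reference inhibitor for full effect; many of its hits are not listed in these tables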
# DPM-DC inhibit: blocks S. pneumoniae diphosphomevalonate decarboxylase; purified DPM-DC, PK/LDH coupled NADH fluorescence; calls only at 10 µM; hit rate 0.49% among 65,000;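 active = the 320 compounds with the highest percent inhibition in the single-dose primary screen, excluding strongly autofluorescent ones, cut at about 32% in these data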;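 also: kinetic rate of NADH fluorescence loss reporting ADP formed by the decarboxylase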
# Spn MK inh: S. pneumoniae mevalonate kinase inhibition; inhibition, % at 10 µM; purified MK, PK/LDH-coupled NADH absorbance 340 nm; hit rate 0.48% among 65,000; AID 555;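 active = ranked among the strongest by inhibition in the single 10 µM screen, a fixed top-ranked set picked for dose follow-up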; also: no value below 0 was filed
# HPDE-C7K KRASV12: viability loss of HPDE-C7K cells – cell-based, fluorescence, HTS, primary screen (AID 431); HPDE-C7K KRASV12 cells, Alamar Blue viability, 48 h; higher % means a stronger effect; cytotoxicity, % at 10 µM; hits with a dose series show EC50 in µM; hit rate 1.7% among 63,000;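 active = compounds whose percent cytotoxicity in the single-dose primary screen, scaled between solvent and toxic-drug controls, exceeds 50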;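 also: 0% = DMSO solvent wells and 100% = doxorubicin-treated wells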
# Bfl-1 displacement: displacement of Bid BH3 peptide from Bfl-1 – biochemical, fluorescence polarization, FITC-Bid, mouse, primary screen (AID 432). FITC-Bid BH3 peptide fluorescence polarization displacement; higher % means a stronger effect. one-dose displacement, % at 20 µM; IC50 in µM for titrated hits. hit rate 0.02% among 64,000; in the data active = a potency from the dose series; inactive = the rest, 99 in 100 with displacement below about 15%; also: strong numbers were not always called active
# LYP phosphatase: inhibition of human PTPN22 tyrosine phosphatase – biochemical, DiFMUP fluorescence, recombinant catalytic domain, 10 µM, primary screen (AID 606); recombinant LYP catalytic domain, DiFMUP fluorescence; higher % means a stronger effect; one-dose inhibition, % at 10 µM; IC50 in µM for titrated hits; 52,000 tested, under 10 active;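 active = IC50 under 40 µM in the dose-response test; inactive = IC50 of 40 µM or more, or never dose-tested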
# HT1080 viability: HT1080 cell viability loss – fluorescence readout (AID 620). hit rate 0.42% among 87,000. HT1080 viability, fluorescence; higher % means a stronger effect. cytotoxicity, % at 10 µM; hits with a dose series show EC50 in µM;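 also: cells exposed to compound overnight then 4 h with Alamar Blue; 0% = vehicle DMSO and 100% = killing control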
# HPDE-C7 viability: HPDE-C7 pancreatic duct cell viability loss – fluorescence, HTS (AID 430); cytotoxicity, % at 10 µM, or EC50 in µM where a hit was titrated; hit rate 1.8% among 63,000; HPDE-C7 pancreatic duct cells viability, fluorescence; higher % means a stronger effect;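 also: cells exposed to compound for 48 hours before viability readout; 0% = vehicle and 100% = reference cytotoxic drug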
# PMK inhibit pilot replicates: further read-out of PMK inhibit, marked with its call; inhibition, %; measured here: pilot screen replicates
# Spn MK inh pilot replicates: recorded beside Spn MK inh, whose call it bears; inhibition, %; measured here: pilot screen replicates
# DPM-DC inhibit pilot screen %: further read-out of DPM-DC inhibit, marked with its call; inhibition, %; measured here: pilot screen trials
# An asterisk follows results filed as active; i = inactive; . = not tested or not shown. Rule as the data show it, unless noted: active = cytotoxicity above about 50%; inactive = the rest. The order is random. About 3.5% of those tested had a hit in this group.
SMILES,PMK inhibit,Alkaline phosphatase,DPM-DC inhibit,Spn MK inh,HPDE-C7K KRASV12,Bfl-1 displacement,LYP phosphatase,HT1080 viability,HPDE-C7 viability,others
N#Cc1nc(-c2ccco2)oc1N1CCOCC1,15.0,7.9%,.,13.0,-14.4%,-3.4%,12.4%,1.6%,-20.3%,
CC(=O)c1ccc2c3c(ccc(O)c13)CC2,11.0,10.0%,i,9.0,34.4%,4.1%,9.1%,10.4%,32.2%,
C=CCn1c(=O)[nH]c2cc(C(=O)N3CCN(c4cccc(Cl)c4)CC3)ccc2c1=O,0.0,4.0%,i,1.0,-8.7%,4.4%,.,-0.3%,-27.1%,
Cc1ccc2cc(CNC(C)C)c(=O)[nH]c2c1,4.0,4.7%,i,2.0,-5.6%,2.1%,5.9%,1.2%,-3.7%,
CC(=O)Nc1ccc(S(=O)(=O)N2CCN(c3ccc(C)c(Cl)c3)CC2)cc1,0.0,3.4%,i,0.0,6.6%,1.1%,6.6%,-5.8%,14.5%,
CN(CCO)c1ncnc2nc[nH]c12,5.0,7.5%,i,2.0,-7.9%,4.7%,-11.0%,-0.1%,-5.7%,
Cc1sc2nc(SCC(=O)N3CCN(CCO)CC3)n(-c3ccccc3)c(=O)c2c1C,0.0,10.6%,i,0.0,-1.8%,-3.0%,-5.9%,5.4%,-16.4%,PMK inhibit pilot replicates=2.5;Spn MK inh pilot replicates=1.5;DPM-DC inhibit pilot screen %=2.5
CCOc1ccc(C(=O)Nc2cc(OC)ccc2OC)cc1,0.0,14.7%,i,8.0,-3.9%,-5.1%,17.5%,-2.5%,-3.7%,
CC(C(=O)N1c2ccccc2Sc2ccccc21)n1nnc(-c2cccs2)n1 (configuration not stated),12.0,12.6%,i,11.0,19.7%,-9.0%,17.3%,-1.4%,0.5%,
O=C(Nc1ccc(O)c(C(=O)O)c1)c1ccc2c(c1)C(=O)N(CC1CCCO1)C2=O (configuration not stated),0.0,5.5%,i,2.0,-0.7%,7.4%,.,-1.6%,2.4%,
COc1ccccc1NC(=O)Oc1ccc(NC(=O)c2ccco2)cc1,0.0,7.8%,i,0.0,-15.7%,-2.1%,.,-2.1%,-17.1%,
Cc1cc(C)nc(Nc2nc(C)c3cc4c(cc3n2)OCO4)n1,16.0,13.1%,.,9.0,-4.9%,-4.3%,-6.0%,14.7%,-9.9%,
c1ccc(-n2nc3c(ccc4cnnc43)[nH]2)cc1,5.0,2.3%,.,13.0,28.1%,-7.9%,13.0%,-11.9%,10.7%,
Cc1cc(OCCOCCN(C)CCO)cc(C)c1Cl,0.0,-1.2%,i,0.0,16.8%,-5.2%,4.6%,12.4%,-3.4%,
CCn1nnnc1SCC(=O)NCc1cccs1,23.0,6.9%,i,0.0,-5.3%,2.5%,11.0%,4.7%,-11.5%,
CCOC(=O)c1ccc(NC(=O)N2CCc3ccccc32)cc1,2.0,10.3%,i,10.0,16.1%,-6.1%,10.3%,8.7%,5.4%,
CCC(=O)Nc1cccc(NC(=O)CN2CCN(c3ccccc3OC)CC2)c1,4.0,13.2%,i,9.0,22.8%,-12.0%,.,19.4%,15.0%,
COc1ccc(CCN2C(=O)c3[nH]nc(-c4ccccc4O)c3C2c2ccccc2)cc1OC (configuration not stated),7.0,-1.2%,i,5.0,24.0%,-5.9%,-1.7%,15.8%,54.9%*,
CCOc1[nH]c(/N=C/c2ccco2)c(C#N)c1C#N,0.0,12.6%,i,8.0,14.5%,-2.5%,5.8%,0.3%,2.7%,
Cc1cc(C(=O)CN2C(=O)NC(C)(c3cccc(Br)c3)C2=O)c(C)n1Cc1ccco1 (configuration not stated),4.0,8.1%,i,7.0,17.0%,23.4%,.,33.9%,18.3%,
S=C(Nc1ccccn1)c1ccccn1,8.0,-0.4%,i,4.0,1.6%,-8.6%,9.5%,0.7%,-5.1%,
O=S(=O)(c1ccccc1)c1nc(-c2ccco2)oc1NCc1cccnc1,0.0,13.3%,i,4.0,14.5%,-2.3%,14.1%,-0.6%,13.0%,
COc1ccc2[nH]c(=O)c(CN(Cc3nnnn3Cc3ccc(F)cc3)CC3CCCO3)cc2c1 (configuration not stated),12.0,9.9%,i,15.0,-4.4%,-10.0%,.,-2.3%,-39.9%,
Cc1ccc(C)c(N(CC(=O)NCc2ccco2)C(=O)CCC(=O)Nc2ccccn2)c1,12.0,16.4%,i,10.0,-4.6%,-8.9%,3.4%,-1.2%,-1.6%,PMK inhibit pilot replicates=5.0;Spn MK inh pilot replicates=5.5;DPM-DC inhibit pilot screen %=2.5
CCCSc1nnc(-c2ccccc2N)c(=O)[nH]1,0.0,-0.7%,i,7.0,-18.7%,-2.3%,5.3%,-6.0%,-15.7%,
O=C(O)C1C2C=CC(C2)C1C(=O)NCCc1cccc(Cl)c1 (configuration not stated),9.0,2.8%,i,6.0,-1.0%,-1.0%,10.5%,14.4%,-6.5%,
CCN1CCN(S(=O)(=O)c2ccc(S(=O)(=O)NCC3CCCO3)cc2)CC1 (configuration not stated),1.0,19.4%,i,9.0,2.2%,33.8%,-4.7%,3.7%,4.2%,
Cc1ccc(NC(=O)C2CC(=O)NC(Nc3cccc(C)c3)=N2)cc1 (configuration not stated),0.0,6.0%,i,4.0,-8.6%,-3.8%,6.1%,-2.4%,-11.6%,
CCOc1ccc(C(=O)C2CCN(C(=O)c3ccccc3C(=O)O)CC2)cc1,6.0,9.8%,i,0.0,0.6%,-2.6%,.,2.5%,-12.0%,
COCCCNC(=O)C1CC(=O)N(CCc2ccc(OC)c(OC)c2)C1 (configuration not stated),7.0,1.8%,i,6.0,-10.8%,-6.9%,9.1%,0.6%,-10.9%,
O=C1CC(/C=C/c2ccco2)=Nc2ccccc2N1,0.0,7.7%,i,3.0,-3.4%,10.2%,5.7%,8.2%,-0.7%,
CCOc1ccc(C2C(C(=O)c3ccc(C)o3)=C(O)C(=O)N2CCN2CCOCC2)cc1OC (configuration not stated),0.0,4.1%,i,6.0,-4.0%,0.5%,2.3%,-0.7%,1.4%,
COc1ccc(OC)c(S(=O)(=O)N2CCC(C(=O)NCCc3ccc(OC)c(OC)c3)CC2)c1,5.0,0.4%,i,10.0,-9.0%,-19.4%,12.5%,-4.7%,-13.6%,
Cc1cc(NS(=O)(=O)c2ccc(NC(=O)COc3ccccc3C(C)C)cc2)no1,8.0,12.8%,i,4.0,19.4%,-2.7%,-5.0%,-2.6%,13.0%,PMK inhibit pilot replicates=1.0;Spn MK inh pilot replicates=1.0;DPM-DC inhibit pilot screen %=0.0
O=C(CN1CCc2ccccc2C1)N1CCN(S(=O)(=O)c2ccccc2)CC1,15.0,7.2%,i,1.0,.,-5.0%,-1.0%,-1.4%,.,
COc1cccc(-n2nnc3c(=O)n(Cc4ccccc4F)cnc32)c1,8.0,12.5%,i,7.0,0.2%,-8.4%,-4.9%,-1.3%,-6.1%,
O=C(CSc1nnc(Cn2nnc3ccccc32)o1)N(Cc1ccc(F)cc1)c1ccccc1,7.0,9.7%,i,5.0,6.0%,-1.6%,2.0%,-8.5%,1.2%,
Nc1nncn1C(=O)CCCOc1ccc(Cl)cc1Cl,5.0,3.6%,i,14.0,-15.6%,-2.3%,11.5%,-0.6%,-4.0%,
COCCNc1nc(-n2nc(C)cc2C)nc2sc3c(c12)CCCC3,9.0,0.5%,.,0.0,-2.9%,-12.5%,-4.8%,4.7%,-9.6%,
CC12CCC(C(=O)NCCCN3CCOCC3)(OC1=O)C2(C)C (configuration not stated),11.0,-1.0%,i,0.0,-2.1%,1.5%,-0.1%,22.8%,-16.5%,
CCOC(=O)N1CCC(N2CC34C=CC(O3)C(C(=O)Nc3ccc(F)cc3)C4C2=O)CC1 (configuration not stated),4.0,1.4%,i,10.0,6.3%,-2.0%,6.0%,5.6%,5.0%,
COc1cc2c(cc1OC)C(C)N(C(=O)CCN1C(=O)C3C4C=CC(C4)C3C1=O)CC2 (configuration not stated),6.0,4.5%,i,1.0,-0.3%,1.0%,.,-3.5%,-4.4%,
COc1ccccc1N1CCN(S(=O)(=O)c2ccccc2)CC1,11.0,7.5%,i,7.0,2.9%,-1.9%,-0.8%,-13.7%,-1.6%,
Cc1ncc(CO)c2cc(S(=O)(=O)c3ccc(F)cc3)c(=O)oc12,4.0,8.8%,i,7.0,6.2%,-0.4%,.,0.9%,-5.1%,
CCCN1CCC(N2CCN(c3ccccc3OC)CC2)CC1,3.0,6.6%,i,7.0,-5.1%,-3.6%,-0.2%,-9.2%,-2.5%,
COC(=O)c1ccc(C(=O)Nc2ccc(N)cc2N)cc1,12.0,9.4%,i,2.0,-1.0%,-8.4%,14.0%,-5.5%,-13.9%,
COc1ccc(NC(=O)c2cccs2)cc1OC,0.0,3.7%,i,3.0,0.9%,-3.2%,10.4%,1.4%,6.7%,
CC(C)C(=O)Nc1ccccc1N1CCN(C(=O)c2ccccc2)CC1,14.0,1.7%,i,9.0,-2.5%,-10.8%,19.2%,0.2%,1.1%,
COC(=O)C1(CO)NC(c2cccs2)C2C(=O)N(c3ccccc3)C(=O)C21 (configuration not stated),23.0,8.6%,i,0.0,1.6%,-1.3%,.,-3.8%,-11.9%,
COc1ccc(OC)c(NC2c3ccccc3C(=O)N2c2cccnc2)c1 (configuration not stated),0.0,12.2%,i,10.0,9.8%,1.3%,-7.5%,0.9%,2.8%,
O=C(NCC1CCCO1)C(C(=O)c1ccccc1)n1ccccc1=O (configuration not stated),12.0,-5.5%,i,5.0,-12.9%,2.0%,-9.5%,1.3%,0.9%,
CCS(=O)(=O)N1CCCC(C(=O)NC2CCCCC2C)C1 (configuration not stated),11.0,3.7%,i,4.0,4.5%,-0.5%,5.2%,-0.4%,-3.1%,
